LDHA block: inhibitors of human lactate dehydrogenase A; P00338; purified LDHA, NADH/diaphorase-resazurin fluorescence; active compounds read low; activity change, % (values are at about 110 or 230 µM); 480,000 tested, 0.15% active; AID 1347041; in the data active = activity change below about -30%; inconclusive = mostly about -25% to -30%;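 also: plate controls were DMSO wells for no effect and wells without enzyme for full effect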
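Enzyme activity of human lactate dehydrogenase 5 (2 nM; 0.06 mM NADH, 0.2 mM pyruvate, 5 min, RT) is measured via a resazurin/diaphorase fluorescence readout of residual NADH.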
POLB inh: inhibitors of human DNA polymerase beta; P06746; Pol beta primer extension/strand displacement, fluorescence kinetic; Potency, µM (series often up to 114 µM), inactives show at the highest dose activity change, negative = inhibition, most hits filed as inhibitors; 340,000 tested, 1.3% active; also: potency is read from the fitted curve at half-maximal effect; % is scaled to controls: 0 for no effect and ±100 for the full control effect
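Reaction started by 50 nM substrate onto compound-treated Pol beta (10 nM, 15 min preincubation, room temperature); plates read at 0 min and 10 min. Normalized concentration-effect data fitted by four-parameter Hill equation.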
Pol kappa inh: blocks human DNA polymerase kappa activity; Q9UBT6; purified Pol kappa, fluorescent DNA synthesis assay, 10 min; Potency, µM (doses to about 107 µM), for the others: at the top dose activity, negative = inhibition, usual class: inhibitors; 400,000 tested, 0.53% active; also: potency is read from the fitted curve at half-maximal effect; % is scaled to controls: 0 for no effect and ±100 for the full control effect
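Here, compound and 10 nM enzyme are combined for 15 min at room temperature; adding 50 nM substrate (final) starts DNA synthesis, tracked by fluorescence at 0 and 10 min against buffer-only wells.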
Pol eta inh: blocks human DNA polymerase eta activity. 390,000 tested, 1.2% active. Q9Y253. Potency, µM (top dose mostly 114 µM), without a hit: top-dose activity change, negative = inhibition, hits mostly inhibitors. recombinant Pol eta, fluorescent DNA replication assay; also: potency is read from the fitted curve at half-maximal effect; % is scaled to controls: 0 for no effect and ±100 for the full control effect
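Fluorescent replication assay: 50 nM final substrate added after a 15 min room-temperature compound preincubation with 10 nM enzyme. Signal taken at 0 min and again at 10 min.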
GRP78 ERSR act: ER stress response induction in glioma; 420,000 tested, 0.02% active; Potency, µM, for the others: at the highest dose activation, hits mostly activators; U87-MG GRP78 promoter luciferase reporter, 16 h; also: potency is read from the fitted curve at half-maximal effect; series mostly up to about 76 µM; % of control where 0% means no effect; nearly all actives have a fitted effect of over 35% in size
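Stably transfected U87-MG human glioma cells carrying a GRP78-based luminescent sensor were seeded at 1000 cells/well, pin-dosed with compounds and incubated 16 h. Luciferase reagent was then added, and end-point luminescence was read after 10 min at room temperature.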
APE1 inh: APE1 (human) endonuclease inhibition | 350,000 tested, 0.35% active | AID 2517 | Potency, µM (series often up to 65.8 µM), for the others: top-dose activity change, negative = inhibition, usual class: inhibitors | recombinant APE1, TAMRA/BHQ-2 abasic DNA cleavage fluorescence | P27695;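 also: potency is read from the fitted curve at half-maximal effect; plate controls were vehicle for no effect and reference inhibitor for full effect; nearly all actives have a fitted effect of over 55% in size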
Target sequence (P27695 whole entry, looked up): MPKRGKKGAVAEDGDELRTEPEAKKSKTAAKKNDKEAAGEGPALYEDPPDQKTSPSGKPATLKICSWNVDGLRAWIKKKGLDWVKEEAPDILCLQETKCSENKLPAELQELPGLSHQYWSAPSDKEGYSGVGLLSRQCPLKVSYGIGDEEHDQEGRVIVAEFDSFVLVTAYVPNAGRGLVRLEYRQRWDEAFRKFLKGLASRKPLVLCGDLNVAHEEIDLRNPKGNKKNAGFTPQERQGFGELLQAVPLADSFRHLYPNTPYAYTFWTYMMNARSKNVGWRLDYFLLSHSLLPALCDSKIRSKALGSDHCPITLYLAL
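0.75 nM APE1 + cpd, 15 min RT; start w/ 50 nM TAMRA/BHQ-2 THF-abasic dsDNA; kinetic fluor 525/598 nm ×3 reads @60 s; Δ(read3−read1); normalized to DMSO and NSC13755 control wells.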
Pol iota inh: inhibitors of human DNA polymerase iota; Q9UNA4; Pol iota fluorescent replication assay, 10 min; Potency, µM (doses to about 115 µM), without a hit: top-dose activity, negative = inhibition, hits mostly inhibitors; 390,000 tested, 1% active; AID 588590; also: potency is read from the fitted curve at half-maximal effect
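Fluorescent replication assay read twice, at 0 min and 10 min after adding 50 nM (final) substrate. Enzyme (10 nM) and compounds were first incubated 15 min at room temperature; enzyme-free buffer wells were negative controls.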
Anesthetic bind: candidate novel general anesthetic via apoferritin binding | P02791 | apoferritin/1-aminoanthracene competitive binding, fluorescence | Potency, µM (series often up to 77.5 µM), for the others: at the highest dose activity change, negative = displacement, usual class: inhibitors | 350,000 tested, 0.074% active | AID 485281; also: potency is read from the fitted curve at half-maximal effect; % is scaled to controls: 0 for no effect and ±100 for the full control effect; nearly all actives have a fitted effect of over 20% in size
Target sequence (P02791 2-175 limits assumed): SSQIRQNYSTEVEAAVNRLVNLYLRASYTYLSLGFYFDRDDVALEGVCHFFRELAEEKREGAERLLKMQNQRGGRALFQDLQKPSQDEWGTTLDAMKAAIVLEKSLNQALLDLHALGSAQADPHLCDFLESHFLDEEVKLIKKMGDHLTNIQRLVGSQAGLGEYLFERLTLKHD
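Read-out: endpoint 1-AMA fluorescence, excitation 380 nm and emission 535 nm, after compounds sit 10 min at room temperature with 10 uM horse-spleen apoferritin in 50% saturated 1-AMA/PBS. Values come from four-parameter Hill fits.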
BLM inh: blocks DNA unwinding by human BLM helicase; P54132; recombinant BLM DNA unwinding, fluorescence dequenching; Potency, µM (highest dose often 56.1 µM), inactives show at the top dose activity change, negative = inhibition, actives largely listed as inhibitors; 350,000 tested, 0.2% active; AID 2528;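 also: potency is read from the fitted curve at half-maximal effect; plate controls were vehicle for no effect and no enzyme for full effect; nearly all actives have a fitted effect of over 35% in size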
* hit, by the source's call; u = inconclusive; x = not tested or not shown; [ ] = dose if it differs, or a comment. Unless noted, calls follow the shape of the dose curve; as a rule, active = well fitted curve in the direction sought with a large enough effect; inconclusive = small, poorly fitted or top-dose-only effect, or another doubt; inactive = no such curve, though single readings can be large; an effect the other way counts as inactive or inconclusive. A portion of the library, so the mix of outcomes need not match the whole.

SMILES	LDHA block	POLB inh	Pol kappa inh	Pol eta inh	GRP78 ERSR act	APE1 inh	Pol iota inh	Anesthetic bind	BLM inh
CCC(C(=O)OCC(=O)c1ccc2c(c1)NC(=O)CO2)c1ccccc1 (stereo unspecified)	0	10%	-6%	-8%	0%	-1%	-4%	u	-3%
Cc1ccc(NC(=O)CN(C)CC(=O)Nc2cccc(F)c2)cc1S(=O)(=O)N1CCCCCC1	-15	-1%	-10%	-18%	-9%	-4%	22%	-1%	-11%
O=C(c1ccc(F)cc1)N1CCC(C(=O)N2CCN(S(=O)(=O)c3ccccc3Br)CC2)CC1	-1	x	6%	-23%	-3%	12%	55%[activator]	x	x
C=CCn1c(SCC(=O)NC2CCCCC2)nnc1C(C)NC(=O)c1cccs1 (stereo unspecified)	-6	37%	-5%	-19%	-5%	5%	43%[activator]	-14%	-5%
Cc1nc(C)n(C(C)CNC(=O)c2ccco2)n1 (stereo unspecified)	-4	38%	-17%	9%	-5%	9%	145%[activator]	-8%	0%
O=C(c1cccnc1)N1CCc2ccccc21	-1	-20%	0%	-9%	-3%	-3%	33%[activator]	4%	-1%
COc1cc(C(=O)NCC(=O)OCc2ccc(F)cc2)cc(OC)c1OC	-10	x	-2%	-8%	-2%	-10%	-9%	x	x
COc1ccccc1N1CCN(C(=O)c2cc3c(=O)n(Cc4cccs4)ccc3nc2C)CC1	-14	23%	-1%	-4%	-3%	x	-7%	-13%	-1%
Cc1ccc(CCNC(=O)c2ccc(CSCc3ccccc3Cl)o2)cc1	0	0%	-4%[60.1 µM]	1%	-3%	x	17%	7%	-8%
Cc1cc(C)nc(N2CCCC(C(=O)Nc3ccc(F)cc3)C2)n1 (stereo unspecified)	0	0%	4%	-3%	-4%	75%[activator]	9%	7%	1%
Cc1ccc(CCNC(=O)CNC(=O)c2cccs2)cc1	-3	-2%	-11%	-24%	-1%	-2%	121%[activator]	-4%	1%
CCCC(=O)C1=C(c2ccc(C)c(C)c2)N(C(=O)CCC)n2c(CC)nnc2S1	1	31%	-1%[60.1 µM]	3%	0%	x	4%	46%[activator]	-7%
Cc1c(C(=O)N2CCCCCC2)c(S(=O)(=O)NCc2ccccc2Cl)c(C)n1C	-3	65%	-6%	-8%	0%	9%	7%	-7%	-2%
C#CCOCCOCCOCCNc1nc(N2CCOCC2)nc(N2CCN(C(=O)Cn3cc(CC(C)O)nn3)CC2)n1 (stereo unspecified)	-6	21%	-23%	-4%	-2%	8%	u	-2%	5%
COc1cccc(OC)c1C(=O)NC(=O)Oc1c(F)cccc1F	1	22%	-5%	-14%	-5%	7%	13%	-3%	-6%
COc1ccc(NC(=O)c2cc3ccccc3o/c2=N\NS(=O)(=O)c2ccc(C)cc2)cc1	-3	32%	12%	-3%	-4%	45%	51%[activator]	-4%	-2%
CN(CC(=O)Nc1cccc(F)c1)C(=O)c1cccc(S(=O)(=O)N2CC3(C)CC2CC(C)(C)C3)c1 (stereo unspecified)	1	x	-5%	-19%	-1%	-8%	16%	x	x
COC(=O)c1sc(N2C(=O)C(=O)/C(=C(/O)c3ccccc3)C2c2ccco2)nc1C (stereo unspecified)	1	-29%	-7%	-14%	-5%	u	32%[activator]	-14%	-2%
O=C(NCCC1CCCCN1S(=O)(=O)c1ccccc1)C(=O)NCc1ccco1 (stereo unspecified)	-12	x	0%	-15%	-1%	0%	-24%	x	x
O=C(CCSc1ccccc1)Nc1ncccn1	-10	6%	-6%	-2%	-1%	18%	4%	2%	-2%

Overlap with the part before: 7 entries, then new ones.
SMILES	LDHA block	POLB inh	Pol kappa inh	Pol eta inh	GRP78 ERSR act	APE1 inh	Pol iota inh	Anesthetic bind	BLM inh
C#CCOCCOCCOCCNc1nc(N2CCOCC2)nc(N2CCN(C(=O)Cn3cc(CC(C)O)nn3)CC2)n1 (stereo unspecified)	-6	21%	-23%	-4%	-2%	8%	u	-2%	5%
COc1cccc(OC)c1C(=O)NC(=O)Oc1c(F)cccc1F	1	22%	-5%	-14%	-5%	7%	13%	-3%	-6%
COc1ccc(NC(=O)c2cc3ccccc3o/c2=N\NS(=O)(=O)c2ccc(C)cc2)cc1	-3	32%	12%	-3%	-4%	45%	51%[activator]	-4%	-2%
CN(CC(=O)Nc1cccc(F)c1)C(=O)c1cccc(S(=O)(=O)N2CC3(C)CC2CC(C)(C)C3)c1 (stereo unspecified)	1	x	-5%	-19%	-1%	-8%	16%	x	x
COC(=O)c1sc(N2C(=O)C(=O)/C(=C(/O)c3ccccc3)C2c2ccco2)nc1C (stereo unspecified)	1	-29%	-7%	-14%	-5%	u	32%[activator]	-14%	-2%
O=C(NCCC1CCCCN1S(=O)(=O)c1ccccc1)C(=O)NCc1ccco1 (stereo unspecified)	-12	x	0%	-15%	-1%	0%	-24%	x	x
O=C(CCSc1ccccc1)Nc1ncccn1	-10	6%	-6%	-2%	-1%	18%	4%	2%	-2%
OC(c1nnc(-c2ccccc2)o1)c1cccs1 (stereo unspecified)	1	-11%	-5%	4%	0%	-1%	66%[activator]	-19%	-1%
c1ccc(-c2csc(NC3=NCCCCC3)n2)cc1	-12	1%	-5%	-8%	2%	-2%	70%[activator]	-12%	-11%
COCCn1c(=O)c(-c2cn(C)c3ccccc23)nc2cnc(Oc3cccc(Cl)c3)nc21	x	x	-8%[60.1 µM]	x	-4%	4%	x	x	3%
COC(=O)[C@]1(Cc2ccccc2)N[C@H](CN(C)C(=O)c2ccccc2)[C@@H]2C(=O)N(Cc3ccccc3)C(=O)[C@@H]21	4	x	8%	-13%	0%	10%	29%	x	x
CC(Sc1ccccc1)C(=O)N(CCC#N)Cc1cccnc1 (stereo unspecified)	-3	80%	-6%	-6%	-4%	-7%	12%	-6%	-2%
C[C@]12c3[nH]c4ccccc4c3CCN1C(=O)C(CC(=O)NCCc1ccccn1)C[C@@H]2C(=O)N1CCOCC1 (stereo partly specified)	-1	x	-8%	3%	-2%	-19%	82%[activator]	x	x
CCOc1cc(/C=C2\C(=O)N(c3ccc(C(N)=O)cc3)N=C2C)ccc1OC(=O)c1cccs1	3	0%	-5%	50µM*	u	28µM*	u	-24%	-17%
COC(=O)c1ccccc1NC(=O)C1CC(c2ccccc2O)=NO1 (stereo unspecified)	-2	-25%	-7%	-10%	0%	0%	11%	-4%	0%
CC(C)CN(C(=O)C1CCC1)c1c(N)n(Cc2ccccc2)c(=O)[nH]c1=O	-9	x	1%	3%	0%	11%	u	x	x
CCOC(=O)CNC(=O)c1sc(NC(=O)/C=C/c2ccccc2)nc1C	-1	29%	13%	-6%	-3%	14%	22%	3%	2%
COc1ccc(NS(=O)(=O)c2cccc3nsnc23)cc1OC	1	13%	-7%	-2%	0%	0%	12%	-20%	-2%
Cc1cccc(C)c1OCc1cc(=O)n2c(-c3ccccc3)csc2n1	1	-13%	-5%	-3%	0%	x	18%	4%	-8%
CCOC(=O)C1(CCCc2ccccc2)CCN(C(=O)CCc2cnccn2)CC1	1	0%	-3%	-13%	3%	-6%	29%	-13%	-3%
CC(OC(=O)C1=NN(c2ccccc2)C(=O)CC1)C(=O)NC1CCCCC1C (stereo unspecified)	-2	x	-3%	-3%	-3%	52%[activator]	14%	x	x
COc1cc(NC(=O)CCc2nnc3ccc(N4CCOCC4)nn23)cc(OC)c1OC	0	61%[activator]	-1%	6%	-2%	-3%	-4%	-8%	-1%
CCCCNc1c(-c2ccc(-c3ccc(C(C)=O)cc3)c(OC)c2)nc2cnccn12	6	x	3%	-14%	-8%	-28%	-9%	x	x
COc1ccc(N2C(=O)CC(N3CCN(C4CCc5ccccc5C4)CC3)C2=O)cc1 (stereo unspecified)	-1	-9%	-12%	2%	4%	0%	4%	2%	-1%
COc1ccc(-c2nc(CCNC(=O)c3c(F)cccc3Cl)cs2)cc1	-11	7%	-4%[60.1 µM]	-22%	3%	x	8%	u	1%
CCC1CCCCN1C(=O)c1nn(-c2ccc(OC)cc2)c(=O)c2c1c1ccccc1n2C (stereo unspecified)	5	-2%	1%	x	x	x	1%	-16%	-2%
COc1cc2c(cc1OC)[C@@H]1C(=O)c3ccc4c(c3O[C@@H]1CO2)C=CC(C)(C)O4	x	x	-9%[19.4 µM]	x	0%	u	x	x	-13%
